Compound activity as filed in PubChem BioAssay.
T cell HTS – modulators of CD8 T cell-vesicle binding, primary screen, mouse 2C CD8+ T cells, flow cytometry. 330,000 tested, 0.068% active. 2C CD8+ T cell-vesicle binding; active compounds read low. calls only at 7 µM. AID 2052, 2009;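 active = response, share of CD8 T cells binding vesicles, and their 90th percentile fluorescence all below set limits, cut at about 80% in these data, passing the limit was not always enough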
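Material: murine 2C transgenic CD8+ T lymphocytes / Also added: QL9-peptide-loaded Drosophila micro-vesicles bearing Ld, ICAM-1 and B7-1 / Schedule: binding step 1.5 h, 37 °C, antibody labelling 20 min, ice / Signal: flow cytometry, PE anti-B7-1 (FL2) versus Alexa647 anti-CD8 (FL8), PFA-fixed / Evaluation: percent CD8+ FL2 mean versus row control / Benchmarks: naked versus QL9-loaded vesicles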
b-catenin transl – modulators of beta-catenin nuclear translocation, primary screen, imaging, HeLa cells, immunofluorescence, high-content | AID 1665, 2009 | 190,000 tested, 0.3% active | nuclear translocation activity, % at 5 µM;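 active = nuclear translocation activity above 50% at 5 µM, with a well cell count of 50 or more; inconclusive = wells under 50 cells across six images, flagged as toxic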;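 note: per-cell ratio of nuclear to cytoplasmic median beta-catenin stain intensity; plate controls were DMSO negative control for no effect and GSK-3 inhibitor IX positive control for full effect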
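Test system: human HeLa cells, native beta-catenin. Compound dosing: 5 µM primary single dose, 0.1% DMSO, 0.02–20 µM confirmation series. Incubation: compound exposure 24 h at 37°C. Detection: beta-catenin immunostaining with DAPI counterstain, 20x imaging, 6 fields/well. Read-out basis: Nuclear/cytoplasmic beta-catenin signal ratio, % activation.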
MgcRacGAP inhibition – MgcRacGAP GTPase-activating activity inhibitors, confirmation, biochemical, ADP Hunter fluorescence. Rac GTPase-activating protein 1 (Homo sapiens). MgcRacGAP-stimulated Rac1 GTP hydrolysis, ADP Hunter fluorescence; higher % means a stronger effect; GST-tagged Rac1 F28L mutant substrate. inhibition, % at 30 µM, or IC50 in µM where a hit was titrated. 340,000 tested, 0.6% active;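 active = first-screen hits whose inhibition reached a set limit at any dose in the follow-up dose series; inconclusive = inhibition above the set first-screen limit but never retested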;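 note: fluorescence reports GDP produced by GAP-driven GTP hydrolysis; strong numbers were not always called active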
RSV CPE inhibition – RSV antiviral activity via CPE protection, HEp-2 cells, primary 10 µM value included (AID 2391); HEp-2 cells, RSV-induced CPE inhibition; higher % means a stronger effect; one-dose CPE inhibition, % at 10 µM; IC50 in µM for titrated hits; 310,000 tested, 0.13% active; in the data active = a potency from the dose series; inconclusive = CPE inhibition mostly from about 23% at the one dose, without a potency; inactive = the rest, 99 in 100 with CPE inhibition below about 21%; note: strong numbers were not always called active
WT yeast gro inh – growth inhibition of WT strain, primary screen, mitochondrial fusion inhibitor project, WT and mutant strains, chemical genetic. AID 1362, 2008. inhibition, % at 10 µM. 190,000 tested, 2.1% active. mitochondrial fusion phenotypic screen; in the data active = inhibition above about 58%; tested in S. cerevisiae
SV40 large T antigen – SV40 large T antigen inhibitors, biochemical (AID 1903) | one-dose inhibition, % at 20 µM; IC50 in µM for titrated hits | SV40 large T antigen ATPase/helicase inhibition assay; higher % means a stronger effect | 310,000 tested, 0.39% active; in the data active = a potency from the dose series; inconclusive = inhibition mostly from about 32% at the one dose, without a potency; inactive = the rest, 99 in 100 with inhibition below about 32%; note: strong numbers were not always called active
West Nile virus CPE – West Nile virus antiviral activity, cell-based, CPE readout (AID 1621); one-dose CPE inhibition, % at 10 µM; IC50 in µM for titrated hits; 290,000 tested, 0.02% active; West Nile virus-infected cells, CPE inhibition; higher % means a stronger effect; in the data active = a potency from the dose series; inconclusive = CPE inhibition mostly from about 3.7% at the one dose, without a potency; inactive = the rest, 99 in 100 with CPE inhibition below about 2.2%; note: strong numbers were not always called active
Salmonella PhoP GFP – inhibitors of PhoP regulon expression, primary screen, Salmonella Typhimurium, GFP reporter (AID 1863) | inhibition, % at 50 µM; hits with a dose series show IC50 in µM | 300,000 tested, 0.16% active | S. Typhimurium PhoP-regulated promoter GFP reporter, 4 h; higher % means a stronger effect;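 active = inhibition over 29.93%, a cutoff 3 SD above the screen mean, later confirmed by dose response; inconclusive = inhibition over 29.93% but no dose response follow-up; inactive = inhibition at most 29.93% or unconfirmed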;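 note: 0% = low Mg2+ inducing control and 100% = high Mg2+ repressing control; strong numbers were not always called active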
Myeloid diff 2 – induction of myeloid progenitor differentiation, primary screen, cell-based, flow cytometry, MLPCN library; ER-HoxA9 myeloid progenitors, lysozyme-GFP differentiation; calls only at 10 µM; 360,000 tested, 1% active;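 active = normalized GFP-positive differentiation at or above the plate's own cutoff, the solvent-only control mean plus 3 SD; inconclusive = no clear call, values can overlap the other calls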;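 note: cells exposed to compound for four days before flow analysis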
WT yeast gro inh mutant strain – further read-out of WT yeast gro inh, marked with its call; inhibition, %; mitochondrial fusion phenotypic screen, mutant strain inhibition
b-catenin transl cell count 5 µM – also measured in b-catenin transl; calls as there; cell count; measured here: cell count, cytotoxicity flag
T cell HTS vesicle-bound % – also measured in T cell HTS; calls as there; double positive events, %; measured here: CD8+ vesicle-bound cell fraction;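 binding gate set so that unloaded-vesicle control wells show 10% double positive cells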
Myeloid diff 2 GFP+ MAC1+ % – second read-out of Myeloid diff 2, no call of its own (marks repeat the call); GFP+ MAC1+ double positive, %; measured here: differentiation confirmed by MAC1 staining
* hit, by the source's call.

How did COc1ccc(CCNC(=O)Cc2cc(OCc3ccccc3)c(OC)cc2[N+](=O)[O-])cc1OC do in these assays?
T cell HTS: inactive; b-catenin transl: 4.7; MgcRacGAP inhibition: -5%; RSV CPE inhibition: 3.2%; WT yeast gro inh: 6; SV40 large T antigen: 2%; West Nile virus CPE: -0.1%; Salmonella PhoP GFP: 2%; Myeloid diff 2: inactive; WT yeast gro inh mutant strain: 6; b-catenin transl cell count 5 µM: 1341; T cell HTS vesicle-bound %: 13; Myeloid diff 2 GFP+ MAC1+ %: 0.2

Results for COc1cccc(CN2C(=O)Nc3ccccc3C(=O)N2C(C)(C)C)c1 ?
T cell HTS: inactive; b-catenin transl: 6.9; MgcRacGAP inhibition: -7%; RSV CPE inhibition: 1.6%; WT yeast gro inh: -19; SV40 large T antigen: 2%; West Nile virus CPE: -0.2%; Salmonella PhoP GFP: -3%; Myeloid diff 2: inactive; WT yeast gro inh mutant strain: -10; b-catenin transl cell count 5 µM: 944; T cell HTS vesicle-bound %: 34; Myeloid diff 2 GFP+ MAC1+ %: 0.0

How did CNS(=O)(=O)c1ccc(C(=O)NCC(=O)NCCC(c2ccccc2)c2ccccc2)cc1 do in these assays?
T cell HTS: inactive; MgcRacGAP inhibition: 2%; RSV CPE inhibition: 0.3%; Myeloid diff 2: inactive; T cell HTS vesicle-bound %: 30; Myeloid diff 2 GFP+ MAC1+ %: 0.6

Results for CC(C)c1ccc(/C=N\NC(=O)c2ccc(Cn3cccn3)o2)cc1 ?
T cell HTS: inactive; MgcRacGAP inhibition: 9%; RSV CPE inhibition: inconclusive; WT yeast gro inh: -7; SV40 large T antigen: 6%; West Nile virus CPE: -0.5%; Salmonella PhoP GFP: -9%; Myeloid diff 2: inactive; WT yeast gro inh mutant strain: -7; T cell HTS vesicle-bound %: 19; Myeloid diff 2 GFP+ MAC1+ %: 0.2

What do the screens show for `NC(=O)NC(c1ccccc1)c1ccccc1F` (stereo unspecified)?
T cell HTS: inactive; b-catenin transl: 0.7; MgcRacGAP inhibition: -4%; RSV CPE inhibition: -1.0%; WT yeast gro inh: 8; SV40 large T antigen: 4%; West Nile virus CPE: 0.7%; Salmonella PhoP GFP: -3%; Myeloid diff 2: inactive; WT yeast gro inh mutant strain: 21; b-catenin transl cell count 5 µM: 1054; T cell HTS vesicle-bound %: 12; Myeloid diff 2 GFP+ MAC1+ %: 0.8

Results for CN(C(=O)c1ccc(S(=O)(=O)c2cccc(Cl)c2)c([N+](=O)[O-])c1)C1CCCCC1 ?
T cell HTS: inactive; b-catenin transl: -4.1; MgcRacGAP inhibition: 3%; RSV CPE inhibition: 17%; WT yeast gro inh: 9; SV40 large T antigen: 13%; West Nile virus CPE: -2.2%; Salmonella PhoP GFP: -14%; Myeloid diff 2: inconclusive; WT yeast gro inh mutant strain: -6; b-catenin transl cell count 5 µM: 1073; T cell HTS vesicle-bound %: 48

What do the screens show for `COc1ccccc1C(CC(=O)Nc1ccccc1C)c1ccc(OC(C)C)cc1` (stereo unspecified)?
T cell HTS: inactive; b-catenin transl: 1.3; MgcRacGAP inhibition: 13%; RSV CPE inhibition: 1.1%; WT yeast gro inh: 21; SV40 large T antigen: 0%; West Nile virus CPE: -1.0%; Salmonella PhoP GFP: -2%; Myeloid diff 2: inactive; WT yeast gro inh mutant strain: 23; b-catenin transl cell count 5 µM: 1038; T cell HTS vesicle-bound %: 62; Myeloid diff 2 GFP+ MAC1+ %: 0.5

What do the screens show for `COc1ccc(NC(=O)COC(=O)COc2ccc(Br)cc2)cc1`?
T cell HTS: inactive; b-catenin transl: 4.0; MgcRacGAP inhibition: 7%; RSV CPE inhibition: 2.5%; WT yeast gro inh: 3; SV40 large T antigen: -2%; West Nile virus CPE: 0.0%; Salmonella PhoP GFP: 4%; Myeloid diff 2: inactive; WT yeast gro inh mutant strain: -2; b-catenin transl cell count 5 µM: 1052; T cell HTS vesicle-bound %: 31; Myeloid diff 2 GFP+ MAC1+ %: 0.2

How did C/C(=N\O)C(C)NC(=O)c1ccccc1 (stereo unspecified) do in these assays?
T cell HTS: inactive; b-catenin transl: 1.7; MgcRacGAP inhibition: 1%; RSV CPE inhibition: 1.0%; WT yeast gro inh: 0; SV40 large T antigen: -6%; West Nile virus CPE: 0.3%; Salmonella PhoP GFP: -18%; Myeloid diff 2: inactive; WT yeast gro inh mutant strain: -5; b-catenin transl cell count 5 µM: 879; T cell HTS vesicle-bound %: 54; Myeloid diff 2 GFP+ MAC1+ %: 0.4

What do the screens show for `Nc1ccc(S(=O)C(F)(F)F)cc1` (stereo unspecified)?
T cell HTS: inactive; b-catenin transl: -1.1; MgcRacGAP inhibition: 6%; RSV CPE inhibition: 0.9%; WT yeast gro inh: 3; SV40 large T antigen: 7%; West Nile virus CPE: 0.2%; Salmonella PhoP GFP: 2%; Myeloid diff 2: inactive; WT yeast gro inh mutant strain: -12; b-catenin transl cell count 5 µM: 1105; T cell HTS vesicle-bound %: 43; Myeloid diff 2 GFP+ MAC1+ %: 0.2

Results for CC(Sc1ccc([N+](=O)[O-])cn1)C(=O)Nc1nccs1 (stereo unspecified) ?
T cell HTS: inactive; MgcRacGAP inhibition: 9%; RSV CPE inhibition: 2.1%; SV40 large T antigen: 8%; West Nile virus CPE: 0.8%; Salmonella PhoP GFP: 0%; T cell HTS vesicle-bound %: 38

Results for COC(=O)c1c(NC(=O)/C=C/c2ccc3c(c2)OCO3)sc(C)c1C ?
T cell HTS: inactive; b-catenin transl: 2.1; MgcRacGAP inhibition: 6%; RSV CPE inhibition: 2.0%; WT yeast gro inh: 17; SV40 large T antigen: 3%; West Nile virus CPE: -0.5%; Salmonella PhoP GFP: 11%; Myeloid diff 2: inactive; WT yeast gro inh mutant strain: 6; b-catenin transl cell count 5 µM: 1058; T cell HTS vesicle-bound %: 35; Myeloid diff 2 GFP+ MAC1+ %: 0.4

What do the screens show for `O=C(O)C1CCC(CNCc2ccccc2Cl)CC1` (stereo unspecified)?
T cell HTS: inactive; b-catenin transl: 3.1; MgcRacGAP inhibition: -10%; RSV CPE inhibition: 0.2%; WT yeast gro inh: -27; SV40 large T antigen: -2%; West Nile virus CPE: -0.1%; Salmonella PhoP GFP: -3%; Myeloid diff 2: inactive; WT yeast gro inh mutant strain: -8; b-catenin transl cell count 5 µM: 1010; T cell HTS vesicle-bound %: 40; Myeloid diff 2 GFP+ MAC1+ %: 0.5

How did COc1cc(/C=C2\SC(=S)N(c3cccnc3)C2=O)ccc1O do in these assays?
T cell HTS: inactive; b-catenin transl: 5.9; MgcRacGAP inhibition: 20%; RSV CPE inhibition: 2.2%; SV40 large T antigen: 14%; West Nile virus CPE: 0.1%; Salmonella PhoP GFP: -4%; Myeloid diff 2: inactive; b-catenin transl cell count 5 µM: 1372; T cell HTS vesicle-bound %: 39; Myeloid diff 2 GFP+ MAC1+ %: 1.0

How did O=C1C2C3c4ccccc4C(Br)(c4ccccc43)C2C(=O)N1c1ccccc1O (stereo unspecified) do in these assays?
T cell HTS: inactive; b-catenin transl: -2.0; MgcRacGAP inhibition: -2%; RSV CPE inhibition: 11%; WT yeast gro inh: 0; SV40 large T antigen: 14%; West Nile virus CPE: -0.6%; Salmonella PhoP GFP: 1%; Myeloid diff 2: inactive; WT yeast gro inh mutant strain: -21; b-catenin transl cell count 5 µM: 546; T cell HTS vesicle-bound %: 45; Myeloid diff 2 GFP+ MAC1+ %: 0.5

How did O=C(c1ccco1)N1CCC(c2nc3c(nnn3Cc3ccc(F)cc3)c(=O)[nH]2)CC1 do in these assays?
T cell HTS: inactive; MgcRacGAP inhibition: 4%; RSV CPE inhibition: -0.6%; SV40 large T antigen: 12%; West Nile virus CPE: 0.3%; Salmonella PhoP GFP: -4%; Myeloid diff 2: inactive; T cell HTS vesicle-bound %: 16; Myeloid diff 2 GFP+ MAC1+ %: 0.4

What do the screens show for `Cc1c(NS(=O)(=O)c2ccc(C(=O)NCc3ccc(F)cc3)cc2)c(=O)n(-c2ccccc2)n1C`?
T cell HTS: inactive; MgcRacGAP inhibition: 2%; RSV CPE inhibition: 1.5%; Myeloid diff 2: inactive; T cell HTS vesicle-bound %: 38; Myeloid diff 2 GFP+ MAC1+ %: 0.1

How did COc1ccc(C(=O)c2coc(-c3ccccc3C(=O)O)c2C(=O)O)cc1 do in these assays?
T cell HTS: inactive; MgcRacGAP inhibition: 11%; RSV CPE inhibition: 3.5%; WT yeast gro inh: -19; SV40 large T antigen: 2%; West Nile virus CPE: 0.1%; Salmonella PhoP GFP: 17%; Myeloid diff 2: inactive; WT yeast gro inh mutant strain: -16; T cell HTS vesicle-bound %: 46; Myeloid diff 2 GFP+ MAC1+ %: 0.5

How did CCOCCCNC(=O)Cc1ccc(F)cc1 do in these assays?
T cell HTS: inactive; b-catenin transl: -3.6; RSV CPE inhibition: 0.4%; WT yeast gro inh: -19; SV40 large T antigen: 12%; West Nile virus CPE: 0.7%; Salmonella PhoP GFP: -2%; WT yeast gro inh mutant strain: -23; b-catenin transl cell count 5 µM: 550; T cell HTS vesicle-bound %: 56
